Source: PubChem BioAssay
S1P3 antagonist: blocks the human S1P3 receptor. Q99500. inhibition, % at 4.98 µM. 170,000 tested, 0.27% active. CHO S1P3 NFAT-BLA reporter, FRET fluorescence, antagonist mode;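 active = inhibition above the plate cutoff, the mean inhibition of test wells on that plate plus 3 SD, cut at about 28% in these data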;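 also: cells challenged with S1P at its EC80 of 0.8 µM; blue over green emission ratio from cleaved BLA substrate after 4 h stimulation; 0% = S1P-stimulated wells and 100% = unstimulated DMSO-only wells; some compounds past the cut are filed as inactive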
Diaph act CS: activates diaphorase or chemically reduces, flagging diaphorase assay artifacts. AID 1229. 190,000 tested, 0.005% active. activation factor at 20 µM. Diaphorase/resazurin coupled assay, resorufin fluorescence, 16 min; hits give high values; 1 = vehicle wells, 0 = NADH-free wells;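 active = diaphorase activity raised at least twofold by the compound at 20 µM; inactive = activation factor below 2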
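Material: Purified diaphorase enzyme from Clostridium kluyveri | Buffer or medium: 50 mM HEPES pH 7.4 with 4.542 mM MgCl2, 0.005% Tween 20 | Times: 16 min enzyme reaction, ambient temperature | Signal: Red resorufin fluorescence at 544/590 nm excitation/emission | Measure: Increased resorufin signal from activators or reducing compounds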
Hsp70 act: switches on Hsp70 transcription; HeLa Hsp70 promoter luciferase reporter, luminescence; scaled: vehicle 0, proteasome-inhibitor control 100%; activation, % at 10 µM; 200,000 tested, 0.04% active; AID 1203;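 active = activation above the mean across all tested compounds plus 3 SD, cutoff set per campaign, cut at about 5.5% in these data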;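 also: 100% = MG132 at 30 µM as the positive control and 0% = DMSO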
Diaph inh CS: inhibits diaphorase or chemically oxidizes, flagging diaphorase assay artifacts | inhibition, % at 20 µM | diaphorase resazurin-to-resorufin fluorescence, NADH, 16 min; bacterial (C. kluyveri) enzyme, not human | 190,000 tested, 0.69% active;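 active = primary screen inhibition at 20 µM above a set limit, cut at about 50% in these data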;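 also: plate controls were DMSO with full reaction for no effect and wells lacking NADH for full effect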
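Assay system – diaphorase enzyme from Clostridium kluyveri · Amount – diaphorase 0.14 U/mL (working solution) · Times – reaction incubation of 16 min at room temperature · Controls – No-NADH positive control and DMSO neutral control · Signal – resorufin fluorescence 544/590 nm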
G6PDH counter: counter-screen for G6PDH assay hits: L. mesenteroides G6PDH inhibition; Purified L. mesenteroides G6PDH, diaphorase/resazurin coupled fluorescence, 45 min; inhibition, % at 5 µM; 200,000 tested, 0.12% active
PMI act hi M6P: PMI (human) activation, high substrate | coupled PMI enzyme assay, resazurin fluorescence, 20 min; hits give high values; 1 = untreated enzyme, 0 = substrate-free blank | P34949 | activation factor at 20 µM | 190,000 tested, 0.34% active;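 active = activation factor of 2 or more at 20 µM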
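Material: human phosphomannose isomerase with PGI, G6PDH, diaphorase coupling enzymes / Reagent: Man-6-P substrate 1.0 mM / Dosing: single compound dose of 20 µM, 1% DMSO final / Incubation: enzyme reaction with compound 20 min at room temperature / Signal: resorufin fluorescence (Ex 544/Em 590 nm) from resazurin via diaphorase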
RAM inhibit: blocks the yeast RAM network; AID 868; S. cerevisiae dse1pr::URA3 reporter, 5-FOA growth OD615, 2 d; analog-sensitive cbk1-as2 kinase mutant strain; 190,000 tested, 1.8% active; inhibition, % at 50 µM;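 active = inhibition above a set limit, 3 SD over mean compound inhibition, cut at about 8.4% in these data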;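 also: 0% = DMSO-only wells with no growth and 100% = 10 µM 1-NA-PP1 full growth; inhibition rescues growth on 5-FOA so higher OD means more RAM inhibition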
PMI activator: activators of human phosphomannose isomerase | P34949 | purified human PMI, coupled resazurin fluorescence, 20 min; hits give high values; 1 = vehicle control, 0 substrate-free wells | activation factor at 20 µM | 190,000 tested, 0.005% active | AID 1214;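 active = activation factor of 2 or more at 20 µM, relative to plate controls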
L major viab: inhibitors of Leishmania major promastigote growth; 200,000 tested, 9% active; inhibition, % at 10 µM; Leishmania major promastigotes, resazurin fluorescence viability;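 also: promastigotes grown with compound for 44 hours at 28 °C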
DTT redox prof: compounds producing H2O2 with reducing agent – biochemical, NIH compound library profiling, artefact control for MLSCN library redox annotation, primary screen; DTT-dependent redox cycling H2O2, phenol red/HRP absorbance; 100% = 100 µM peroxide control, 0% = buffer; activation, % at 10 µM; AID 878; 200,000 tested, 0.03% active;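 active = activation of at least 50% relative to the plate's high and low controls in the primary single-dose screen; inactive = activation below 50%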;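 also: compound incubated with DTT at 0.8 mM final as the reducing agent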
TLR4 MyD88 comp: blocks binding of human TLR4 to MyD88; O00206+Q99836; HeLa CL3-4 TLR4/MyD88 BLA complementation, FRET ratio; inhibition, % at 8.4 µM; 200,000 tested, 0.18% active; AID 861; in the data active = inhibition above about 25%;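 also: 0% = vehicle and 100% = reference inhibitor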
Target sequence (O00206 whole entry, looked up): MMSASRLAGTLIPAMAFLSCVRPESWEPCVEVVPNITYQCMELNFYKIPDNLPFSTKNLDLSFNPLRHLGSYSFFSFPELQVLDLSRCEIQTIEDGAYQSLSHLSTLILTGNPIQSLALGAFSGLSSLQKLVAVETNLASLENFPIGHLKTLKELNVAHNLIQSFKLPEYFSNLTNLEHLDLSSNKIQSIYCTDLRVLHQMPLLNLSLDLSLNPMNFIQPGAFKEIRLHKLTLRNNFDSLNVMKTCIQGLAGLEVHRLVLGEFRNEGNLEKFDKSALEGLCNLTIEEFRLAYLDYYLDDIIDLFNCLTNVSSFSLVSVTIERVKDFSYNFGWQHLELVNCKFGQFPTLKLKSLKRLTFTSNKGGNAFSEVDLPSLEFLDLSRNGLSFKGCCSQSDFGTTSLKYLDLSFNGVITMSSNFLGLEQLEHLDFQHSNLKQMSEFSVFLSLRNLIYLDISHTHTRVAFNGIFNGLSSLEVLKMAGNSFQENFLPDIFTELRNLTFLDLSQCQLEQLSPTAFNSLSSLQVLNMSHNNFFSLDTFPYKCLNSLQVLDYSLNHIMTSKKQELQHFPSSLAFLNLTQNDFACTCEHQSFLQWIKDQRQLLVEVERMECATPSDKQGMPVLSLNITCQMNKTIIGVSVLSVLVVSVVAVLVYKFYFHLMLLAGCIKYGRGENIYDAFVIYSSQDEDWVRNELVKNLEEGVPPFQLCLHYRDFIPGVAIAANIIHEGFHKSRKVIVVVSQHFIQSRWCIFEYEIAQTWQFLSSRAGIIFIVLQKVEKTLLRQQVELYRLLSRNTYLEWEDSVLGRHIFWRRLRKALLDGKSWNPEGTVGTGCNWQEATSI
Target sequence (Q99836 whole entry, looked up): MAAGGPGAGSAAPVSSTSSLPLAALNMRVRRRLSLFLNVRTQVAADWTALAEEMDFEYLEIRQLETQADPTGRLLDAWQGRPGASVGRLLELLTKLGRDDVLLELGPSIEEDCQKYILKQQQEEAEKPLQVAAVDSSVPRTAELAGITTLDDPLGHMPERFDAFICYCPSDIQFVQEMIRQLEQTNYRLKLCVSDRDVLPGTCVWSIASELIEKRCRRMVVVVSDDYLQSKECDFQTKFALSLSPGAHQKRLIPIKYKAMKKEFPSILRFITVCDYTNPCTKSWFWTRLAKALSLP
The depositor's hits bear a star; · = not tested or not shown. Rule as the data show it, unless noted: active = inhibition above about 50%; inactive = the rest.

The line under a structure holds: S1P3 antagonist	Diaph act CS	Hsp70 act	Diaph inh CS	G6PDH counter	PMI act hi M6P	RAM inhibit	PMI activator	L major viab	DTT redox prof	TLR4 MyD88 comp
O=C(CCS(=O)(=O)c1ccccc1)Nc1nc(-c2cccs2)cs1
  -12	1	-0.3	4	50*	1	1.9	1.1	50*	-0.4	13
Cn1c(=O)c2c(ncn2CC(=O)Nc2ccc(N3CCOCC3)cc2)n(C)c1=O
  ·	0.9	-0.2	10	-3	1	0.9	0.9	-2	-0.2	-10
Cc1c(N2C(=O)/C(=C3/C(=O)N(C)c4ccccc43)SC2=S)c(=O)n(-c2ccccc2)n1C
  ·	0.9	-0.2	11	18	0.8	0.7	0.9	-7	-3.4	-6
CCc1nnc(NC(=O)CSc2nc(C)cc(C)c2C#N)s1
  -31	1	-0.1	-4	5	1	-0.6	1.1	0	-0.8	1
COc1ccc(C(=O)Nc2ccccc2C(=O)N/N=C/c2ccccc2OC)cc1
  ·	0.8	-0.2	24	-2	1	0.1	1	6	-3.8	-1
Cc1cccc(S(=O)(=O)Nc2cccc3c2C(=O)c2ccccc2-3)c1
  ·	0.9	-0.2	13	-4	0.9	3.1	0.9	-6	0.4	13
COc1cc(C(=O)Nc2ccc3c(c2)CCN3C(C)=O)cc(OC)c1OC
  7	1.2	0.1	-15	-2	1	1.7	1.1	-3	-1.7	-11
CCc1nc(SCC(=O)NCCc2ccccc2)c2oc3ccccc3c2n1
  ·	0.9	-0.3	14	1	0.9	1.8	1	2	0.8	5
CCCn1ncc(CN2CCC(CO)(CC3CCCCO3)CC2)c1C (stereo unspecified)
  4	0.8	-0.3	15	10	0.9	0.0	0.9	-5	-0.4	2
CS(=O)(=O)N(CCC#N)Cc1ccc(C=O)o1
  -15	1	-0.1	5	2	1	1.6	1	0	-0.4	10
CC(C)(C)NCc1ccccc1OCc1cccs1
  ·	0.9	-0.1	9	4	1	-0.1	1	82*	-3.7	-11
CCN(C(=O)COC(=O)c1cc(-c2ccc3cc(OC)ccc3c2)nc2ccccc12)C1CCS(=O)(=O)C1 (stereo unspecified)
  -10	0.9	0.0	10	-17	1	5.3	0.9	98*	0.3	1
c1ccc(CCn2nnnc2C(c2cccnc2)N2CCN(c3ccccc3)CC2)cc1 (stereo unspecified)
  -14	0.9	-0.3	12	-2	1	0.0	1	97*	-0.1	-3
c1ccc(SCCOCCN2CCc3ccccc3C2)cc1
  1	0.9	-0.4	9	1	1	0.3	1.1	90*	-0.1	0
Cc1nc2ccc(F)cc2cc1C(=O)Nc1cccc(Cl)c1C
  3	1	-0.2	1	2	1	3.3	0.9	-9	0.2	-1
Cc1[nH]nc2c1C(c1ccsc1C)C(C#N)=C(N)O2 (stereo unspecified)
  ·	0.8	-0.2	20	7	1	1.6	0.9	77*	0.5	0
Cn1cccc1C(=O)C(=O)Nc1ccc(Cl)cc1
  ·	1	0.5	1	6	1	-1.1	0.9	-4	-12	-7
O=C(O)c1ccccc1C(=O)OCCCCOC(=O)c1ccccc1C(=O)O
  2	0.9	0.2	15	-2	1	2.0	1	-12	-2.4	-6
O=C(Cn1cnc2c(nnn2-c2ccccc2)c1=O)NCc1ccc(F)cc1
  -24	1	-0.2	4	8	1.1	2.7	1	-9	0.5	5
COc1ccc(CN2C(=O)c3ccccc3C2C(=O)NC2CCCC2)c(OC)c1 (stereo unspecified)
  2	1	-0.2	1	-1	1	1.3	1	0	0.0	2
CCS(=O)(=O)N1CCC(C(=O)NCCCN2CCCC2)CC1
  13	1	-0.1	2	-3	1	0.9	1	-1	-0.3	4
COc1ccc(N2CCN(Cc3nc4c(c(=O)[nH]c(=O)n4C)n3CCCc3ccccc3)CC2)cc1
  2	0.8	0.2	15	6	0.9	1.0	0.9	-5	3.3	1
CCCOc1c(Cl)cc(/C=N/O)cc1OCC
  ·	0.8	-0.2	15	12	0.9	-1.3	0.9	6	-1.2	-6
CCCC(=O)Nc1cc(C(=O)O)ccc1Sc1ccc(C)cc1
  -17	0.9	-0.2	13	5	0.9	2.4	1	-2	-1.3	11
CCc1ccc(S(=O)(=O)NC(=S)NC2CCCCC2)cc1
  -21	1.6	-0.1	-56	1	1	3.2	0.8	-1	0.5	-8
CCOc1ccc(/C=N/NC(=O)CSc2n[nH]c(=O)[nH]c2=O)cc1OC
  -1	1	0.1	4	-3	1	2.7	1.1	-6	-0.4	-11
CN(C)/C=C(/C(=O)c1ccccc1)S(=O)(=O)c1ccc(Cl)cc1
  -14	0.9	0.1	9	9	1.1	-0.6	1.2	-7	-0.4	0
Cc1cccc(C)c1OCC(=O)OC/C(O)=C(\C#N)c1nc2ccccc2[nH]1
  -3	1	-0.4	3	-26	1	1.7	1	0	-0.4	-6
CC1=CC(C)(C)N2C(=O)C3(C(C#N)=C(N)Oc4cc(C)oc(=O)c43)c3cccc1c32 (stereo unspecified)
  -26	1	-0.3	-1	-1	1	1.7	1	2	0.6	4
C=CCn1c(=O)c2c3c(sc2n2c(Nc4ccccc4)nnc12)CCCC3
  ·	0.9	-0.3	15	0	0.9	5.3	0.8	52*	0.8	-2

3 entries out of the list above, sorted by the number in PMI act hi M6P, falling:
SMILES	PMI act hi M6P
O=C(Cn1cnc2c(nnn2-c2ccccc2)c1=O)NCc1ccc(F)cc1	1.1
c1ccc(CCn2nnnc2C(c2cccnc2)N2CCN(c3ccccc3)CC2)cc1 (stereo unspecified)	1
C=CCn1c(=O)c2c3c(sc2n2c(Nc4ccccc4)nnc12)CCCC3	0.9

Next section.
The line under a structure holds: S1P3 antagonist	Diaph act CS	Hsp70 act	Diaph inh CS	G6PDH counter	PMI act hi M6P	RAM inhibit	PMI activator	L major viab	DTT redox prof	TLR4 MyD88 comp
Cn1ncc(Cl)c1C(=O)Nc1ccncc1
  ·	1	-0.1	4	0	1	1.3	1	9	3.7	-16
CN1CCN(CCOc2cccc(Cl)c2)CC1
  ·	1	-0.1	0	4	1.1	-0.3	1	10	0.6	1
C=CCn1c(SCn2nnc3ccccc3c2=O)nc2scc(-c3cccs3)c2c1=O
  -3	0.9	-0.4	10	10	1	0.4	0.9	-5	-1.0	-3
CCN(c1ccccc1)S(=O)(=O)c1cc(NC(=O)COC(=O)C2CC2)ccc1Cl
  -2	0.8	0.8	19	3	1	5.0	1	3	0.7	-9
CC(Oc1ccc(-c2ccccc2)c(F)c1)c1ccn(S(=O)(=O)c2ccc(Br)cc2)n1 (stereo unspecified)
  ·	0.8	-0.1	16	0	0.9	12*	0.9	-1	2.2	-7
CC(C)(C)OC(=O)N1CCC[C@H]1c1nnc(SCc2ccccc2F)o1
  -28	0.9	-0.3	13	0	1	0.3	0.9	-1	-0.4	9
COc1ccc(OCCSc2nnc(-c3ccc(OC)cc3)n2N)cc1
  ·	0.9	0.2	8	13	1	4.0	1	2	0.1	6
CN(CCc1ccccn1)C(=S)Nc1ccc(Cl)cc1Cl
  -2	0.9	-0.2	12	3	1	1.0	1	-8	-2.5	-9
COc1ccc(NC(=O)CCN2CCN(S(=O)(=O)c3cc(Cl)ccc3Cl)CC2)cc1
  ·	0.9	-0.6	9	0	1	-0.8	1	96*	0.1	2
COc1ccc(N2CCN(C(CNC(=O)C(=O)NCCCn3ccnc3)c3cccnc3)CC2)cc1 (stereo unspecified)
  5	1.1	-0.1	-6	-1	0.9	2.0	1	1	-2.2	7
c1ccc(CCNC2=NCCCS2)cc1
  -6	1	-0.5	-3	4	1.1	1.4	1.1	-2	0.4	-4
CCCCc1c(C)nc2ccccc2c1SCCC(=O)O
  -15	0.8	0.0	17	-1	1	3.1	1	-4	-0.2	3
COCCn1c(=NC(=O)/C=C/c2cccs2)sc2cc(NC(C)=O)ccc21
  -1	0.8	-0.4	18	-21	1	3.6	0.9	9	0.4	3
COc1ccc(C2CC(c3ccccc3)=NN2C(=O)COC(=O)c2cc(S(=O)(=O)N3CCOCC3)ccc2Cl)cc1 (stereo unspecified)
  -7	1	-0.3	2	17	1	6.3	1	32	0.1	-3
CC(=O)CCc1c(C)[nH]c2ccccc2c1=O
  -12	0.8	-0.1	18	2	0.9	-0.1	0.9	6	2.7	-5
Cc1cccc(C)c1N1CC(=O)N(c2c(C)cccc2C)CC1=O
  ·	0.9	-0.3	11	-6	1	1.1	1	2	1.6	19
CCCOC(=S)NC(=O)c1sc2ccccc2c1Cl
  ·	1.1	-0.3	-6	9	1.1	0.8	1	-5	-0.3	2
O=c1[nH]c2c(c3c1CCCC3)CCCC2
  4	0.9	-0.4	13	1	0.9	1.3	0.8	-2	0.4	3
Cc1nn(-c2ncc(C(F)(F)F)cc2Cl)c(=O)n1-c1ccccc1
  ·	0.9	-0.5	14	1	1	-0.7	1	-13	0.3	4
Cc1cccc(-n2nc(C)cc2N)c1
  ·	0.9	-0.1	9	7	1	-0.7	1	30	2.2	3
Cc1cc(C)nc(Nc2n[nH]c(-c3cccc4ccccc34)n2)n1
  ·	0.9	-0.2	6	8	1	6.4	1.1	15	2.2	-8
COc1ccc(CCNC(=O)Nc2ccc([N+](=O)[O-])cc2)cc1OC
  -3	1	-0.3	0	10	1	0.4	1	11	0.4	-9
Cc1ccc(C)c(NC(=O)CSc2nnc3n2CCCCC3)c1
  -12	0.9	-0.5	5	-9	1	-0.1	0.9	-5	0.4	-16
CCCOC(=O)c1ccc(NC(=O)c2c(Cl)ccc(Cl)c2OC)cc1
  0	0.7	-0.4	27	4	0.8	12*	0.7	-1	-0.7	-3
CCCNC(=O)CS(=O)(=O)Cc1nc(-c2ccccc2C)oc1C
  1	1	-0.2	1	17	1	-1.7	0.9	-9	-1.7	0
COc1cc(/C=N/NC(=O)c2cccnc2)ccc1OS(=O)(=O)c1cc(C)ccc1C
  -5	0.8	-0.2	20	-3	0.9	0.8	0.9	97*	-0.3	12
CC(=O)N(Cc1cccs1)Cc1cc2ccc(C)c(C)c2nc1Cl
  -8	0.9	-0.2	8	-4	1	2.7	0.9	-9	-0.1	0
Cc1ccc(S(=O)(=O)Nc2nc(C)cc(N/N=C/c3ccc(O)cc3)n2)cc1
  -11	1	-0.2	1	-25	1.2	2.4	1.1	-8	-0.1	-14
O=C(C[N+]1(CC#Cc2ccccc2)CCCCC1)c1ccccc1
  -18	1	-0.6	-3	21	1.1	0.5	1.2	45	-1.0	-3
